# Bioassay records as filed in PubChem.
# Epigenetic reg: regulators of epigenetic silencing causing reporter derepression in mouse cells; Potency, µM (doses to about 53.9 µM), inactives show top-dose GFP activation, most hits filed as activators; 280,000 tested, 0.2% active; murine LDR cells, GFP reporter derepression, 30 h; also: potency is read from the fitted curve at half-maximal effect; % of control where 0% means no effect; nearly all actives have a fitted effect of over 60% in size
#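 Readout is the number of GFP-expressing murine LDR cells, counted by cytometry following washing. Cells were treated with compound for 30 h at 37 C; the stably integrated CMV-GFP locus is normally silent.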
# NPSR antagonist: neuropeptide S receptor (human) antagonism, cAMP | Q6W5P4 | 220,000 tested, 1% active | Potency, µM (titrated, usually from 38.3 µM), for the others: top-dose activity change, negative = inhibition, actives largely listed as inhibitors | AID 1461 | CHO-NPSR cells, cAMP TR-FRET, antagonist mode; also: potency is read from the fitted curve at half-maximal effect; % is scaled to controls: 0 for no effect and ±100 for the full control effect; nearly all actives have a fitted effect of over 50% in size; many of its hits are not listed in these tables
# Target sequence (Q6W5P4 whole entry, looked up): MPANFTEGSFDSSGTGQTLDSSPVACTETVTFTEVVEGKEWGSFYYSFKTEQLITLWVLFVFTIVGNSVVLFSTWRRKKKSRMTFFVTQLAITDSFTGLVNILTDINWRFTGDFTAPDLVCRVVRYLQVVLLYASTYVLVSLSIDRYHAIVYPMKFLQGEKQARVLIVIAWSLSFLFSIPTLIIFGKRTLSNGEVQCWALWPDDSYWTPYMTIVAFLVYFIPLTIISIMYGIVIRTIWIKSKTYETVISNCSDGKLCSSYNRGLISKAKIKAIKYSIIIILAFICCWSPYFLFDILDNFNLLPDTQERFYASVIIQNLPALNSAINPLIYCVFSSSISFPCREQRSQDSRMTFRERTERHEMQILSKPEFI
# CBFb-RUNX1 inh: CBF-beta/RUNX1 interaction disruption; Potency, µM (series often up to 59.8 µM), without a hit: top-dose activity, negative = inhibition, most hits filed as inhibitors; 230,000 tested, under 10 active; Q01196+Q13951; AlphaScreen CBFb-His/RUNX1-biotin binding, biochemical; also: % of control where 0% means no effect
# Target sequence (Q01196 whole entry, looked up): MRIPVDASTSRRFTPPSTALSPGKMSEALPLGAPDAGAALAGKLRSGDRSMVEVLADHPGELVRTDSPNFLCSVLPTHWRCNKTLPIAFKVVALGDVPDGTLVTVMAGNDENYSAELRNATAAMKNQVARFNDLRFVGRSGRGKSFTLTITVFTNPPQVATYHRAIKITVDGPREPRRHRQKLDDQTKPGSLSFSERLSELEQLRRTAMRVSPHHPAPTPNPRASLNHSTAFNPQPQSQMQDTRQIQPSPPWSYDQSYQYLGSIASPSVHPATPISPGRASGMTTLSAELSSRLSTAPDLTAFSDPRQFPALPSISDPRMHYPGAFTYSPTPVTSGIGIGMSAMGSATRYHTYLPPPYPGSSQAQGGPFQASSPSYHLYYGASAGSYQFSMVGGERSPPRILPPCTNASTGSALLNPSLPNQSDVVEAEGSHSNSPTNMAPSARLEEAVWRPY
# Target sequence (Q13951 whole entry, looked up): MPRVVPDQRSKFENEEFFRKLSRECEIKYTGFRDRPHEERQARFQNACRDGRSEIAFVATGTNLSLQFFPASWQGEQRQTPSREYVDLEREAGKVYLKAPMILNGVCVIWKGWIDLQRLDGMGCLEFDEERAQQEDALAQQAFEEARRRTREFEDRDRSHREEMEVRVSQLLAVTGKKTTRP
#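 Inhibition was taken as any reduction in AlphaScreen signal from the CBF-beta–RUNX1 pair (His and biotin tags, 30 nM each), measured after compound (15 min) and bead (90 min) incubations at room temperature.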
# IMPase Li cell: cell-permeable IMPase inhibitors with lithium potentiation; Potency, µM (titrated, usually from 59.4 µM), for inactives: top-dose activity, negative = IMPase inhibition, most hits filed as inhibitors; AID 1457; 210,000 tested, 0.35% active; CHO-M1 cells, IP1 TR-FRET (IP-One), carbachol + lithium;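 also: IP1 builds up when IMPase is blocked and the TR-FRET signal falls; potency is read from the fitted curve at half-maximal effect; plate controls were basal vehicle for no effect and high inhibitor control for full effect; nearly all actives have a fitted effect of over 50% in size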
#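 CHO cells stably expressing M1 receptor (2000/well) were cultured 16–30 h, then exposed to compounds with a small lithium addition for 30 min at 37C. IP1 was measured by TR-FRET competition; AC50 from Hill fits.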
# HttQ103 aggreg: inhibitors of mutant huntingtin aggregate formation in PC12 cells; Potency, µM (highest dose often 46.1 µM), without a hit: top-dose activity change, negative = inhibition, actives largely listed as inhibitors; 220,000 tested, 1.1% active; PC12 HttQ103-GFP aggregates, Acumen cytometry, 40 h; also: potency is read from the fitted curve at half-maximal effect; % is scaled to controls: 0 for no effect and ±100 for the full control effect; nearly all actives have a fitted effect of over 60% in size
#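 Aggregate formation scored by laser-scanning cytometer (488 excitation, 500–530 emission) in lysed PC12 cells expressing Q103-GFP after 100 nM tebufenozide induction; library tested in dose series, with ATPLite reagent added in the multiplex.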
# KinaseGlo FLuc: blocks Kinase-Glo luciferase, a counter-screen artifact | 200,000 tested, 0.28% active | Kinase-Glo luciferase, ATP luminescence, 8 min | AID 1379 | Potency, µM (top dose mostly 38.3 µM), inactives show at the highest dose activity change, negative = inhibition, usual class: inhibitors | Q27757; also: potency is read from the fitted curve at half-maximal effect; % is scaled to controls: 0 for no effect and ±100 for the full control effect; nearly all actives have a fitted effect of over 60% in size
#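 Kinase-Glo luciferase light output from ATP and luciferin was measured with 10 uM ATP, within the enzyme's linear range. Buffer: 50 mM imidazole pH 7.2, 50 mM KCl, 7 mM MgCl2, 0.01% Tween 20, 0.05% BSA; luminescence read after 8 min at ambient temperature.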
# L3MBTL1 block: L3MBTL1 (human) inhibition. 230,000 tested, 0.66% active. Potency, µM (titrated, usually from 57.1 µM), inactives show at the top dose activity, negative = inhibition, actives largely listed as inhibitors. AlphaScreen L3MBTL1–H3K9me1 peptide binding; also: potency is read from the fitted curve at half-maximal effect; % is scaled to controls: 0 for no effect and ±100 for the full control effect; nearly all actives have a fitted effect of over 60% in size
#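 First, the protein-peptide complex forms for 30 min at room temperature (L3MBTL1 50 nM, biotinylated H3K9me1 peptide 75 nM). Next, compounds are pin-transferred and incubated 30 min. Finally, AlphaScreen beads are added and read after 30 min.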
# * hit, by the source's call; ? = inconclusive; · = no result given; & = joins results of further samples; [ ] = remark or other dose. Calls follow the shape of the dose curve; as a rule, active = well fitted curve in the direction sought with a large enough effect; inconclusive = small, poorly fitted or top-dose-only effect, or another doubt; inactive = no such curve, though single readings can be large; an effect the other way counts as inactive or inconclusive. These rows are one share of the data; count on the stated rates, not on these rows.
no.	compound	Epigenetic reg	NPSR antagonist	CBFb-RUNX1 inh	IMPase Li cell
1	COc1ccc(CCNC(=O)C2CCN(Cc3nc(-c4ccccc4C)oc3C)CC2)cc1OC	-1.0%	-1%[46.1 µM]	-7%	·
2	Cc1ccc(NCc2nnc3n2CCCCC3)c(C)c1	-2.6%	13%	1%	9%
3	O=S(=O)(Nc1ccc(Cl)c(C(F)(F)F)c1)c1cnc[nH]1	0.0%	-1%[46.1 µM]	6%	22%[38.3 µM]
4	Cc1ccccc1N(C(=O)Cc1cccs1)C(C(=O)NCC1CCCO1)c1cccnc1 (stereo unspecified)	2.6%	-2%[46.1 µM]	-3%	8%[38.3 µM]
5	O=C(NC1CCCC1)c1cnn2c(C(F)(F)F)cc(-c3ccc4c(c3)OCO4)nc12	1.6%	?	1%	?
6	O=C(c1ccccc1)c1ccccc1C(=O)c1ccccc1	1.4%	7%[7.67 µM]	10%	·
7	C=CCn1c(SCCN2C(=O)c3ccccc3C2=O)nc2scc(-c3ccccc3)c2c1=O	-1.8%	13µM*	4%	8%[38.3 µM]
8	COc1cc(/C=N/NC(=O)CN2CCCCC2)ccc1OCc1ccccc1	1.1%	15%	1%	17%
9	Cc1ccc(-c2nc3ncccn3c2NC2CCCCC2)o1	2.1%	-18%[46.1 µM]	-6%	16%[38.3 µM]
10	COCCn1c(NCc2ccco2)nc2c1c(=O)[nH]c(=O)n2C	0.0%	-12%	-9%	-1%

no.	HttQ103 aggreg	KinaseGlo FLuc	L3MBTL1 block
1	-4%	·	-3%
2	15%	-3%	-2%
3	-3%	5%	·
4	-13%	-1%	5%
5	6%	2%	0%
6	0%[9.22 µM]	·	8%
7	17%	1%	4%
8	8%	-4%	1%
9	8%	-4%	·
10	5%[9.22 µM]	2%	5%

# The list continues:
no.	compound	Epigenetic reg	NPSR antagonist	CBFb-RUNX1 inh	IMPase Li cell
11	COc1cc(/C=N/NC(=O)CSCc2ccc([N+](=O)[O-])cc2)cc(OC)c1OC	4.7%	-10%[46.1 µM]	-4%	21%[38.3 µM]
12	CC(N)C12CC3CC(CC(C3)C1)C2 (stereo unspecified)	-0.9%&0.0%&2.6%	7%&10%	13%&16%&14%&0%	-4%&2%
13	COc1ccc(S(=O)(=O)N(C)C)cc1NC(=O)CSc1nncs1	-1.5%	6%	2%	2%
14	COC(=O)C(NC(C)=O)(Nc1nc2c(C)cc(C)cc2s1)C(F)(F)F (stereo unspecified)	0.0%	-11%[46.1 µM]	-6%	37%[activator][38.3 µM]
15	CN1CCc2cc3c(c4c2C1CC41CCC(=NO)CC1)OCO3 (stereo unspecified)	-1.5%	-8%[46.1 µM]	-9%	-12%[38.3 µM]
16	O=C(O)CC(NC(=O)C1CCCCC1)c1ccc(OC2CCCC2)cc1 (stereo unspecified)	-5.5%	7%	·	1%
17	CCOC(=O)C1(CC2CCCCO2)CCN(S(=O)(=O)c2ccc(OC)cc2)CC1 (stereo unspecified)	-3.3%	26%	4%	-1%
18	O=C1C2CSCN2C(=O)CN1CCCN1CCN(C(c2ccccc2)c2ccccc2)CC1 (stereo unspecified)	1.1%	13%	-4%	16%
19	CCOC(=O)c1c(-c2ccccc2)cn2ccccc12	-1.9%	15%[46.1 µM]	13%	8%[38.3 µM]
20	c1ccc(Cn2ncc3c2ncn2c(-c4ccncc4)nnc32)cc1	-0.7%	-1%[46.1 µM]	5%	-21%[38.3 µM]

no.	HttQ103 aggreg	KinaseGlo FLuc	L3MBTL1 block
11	18%	5%	-25%
12	6%	-1%[39.9 µM]	3%&11%
13	4%	0%	6%
14	15%	-1%	·
15	-1%	-6%	-7%
16	18%	2%	·
17	-2%[9.22 µM]	0%	-8%
18	-19%	-1%	-8%
19	11%	-4%	14%
20	13%	-1%	12%

# Going on with the list.
no.	compound	Epigenetic reg	NPSR antagonist	CBFb-RUNX1 inh	IMPase Li cell
21	CCOC(=O)n1c(=O)n(Cc2ccc(F)cc2)c2ccccc21	-3.1%	-3%	9%	6%
22	CC1=CC(C)(C)[N+](C)=CN1c1ccccc1	-6.1%	3%	3%	8%
23	O=S(=O)(Nn1cnnc1)c1ccc(F)cc1	0.0%	5%	1%	-3%
24	COc1ccc(OCC(=O)OCCN2C(=O)c3ccccc3C2=O)cc1	-4.3%	2%[46.1 µM]	-17%	11%[38.3 µM]
25	COC(=O)c1ccc(NC(=O)CN(C)S(=O)(=O)c2ccc(OC)c(C)c2)cc1	0.0%	-17%[46.1 µM]	9%	10%[38.3 µM]
26	O=C(Nc1cccc(C(F)(F)F)c1)Oc1ccccc1N1CCOCC1	2.1%	13%	12%	·
27	CCCCc1nnc(SCCSc2nnc(CCCC)n2N)n1N	-1.0%	22%[46.1 µM]	4%	-8%[38.3 µM]
28	COc1cc(/C=N/NC(=O)C(C)Nc2n[nH]c(=O)[nH]c2=O)ccc1O (stereo unspecified)	-1.0%	30%	3%	13%
29	COc1ccc(C2=CC(c3ccc(Cl)cc3)n3cnnc3N2)cc1OC (stereo unspecified)	-2.1%	-13%[46.1 µM]	13%	?
30	COc1nc(NCCO)nc(Nc2ccccc2F)n1	-1.1%	13%	7%	1%

no.	HttQ103 aggreg	KinaseGlo FLuc	L3MBTL1 block
21	-2%	-1%	34%[activator]
22	-12%	-2%	8%
23	·	-2%	10%
24	6%	1%	-10%
25	1.3µM*	-1%	2%
26	4%[9.22 µM]	·	-4%
27	-16%	4%	·
28	13%	3%	4%
29	?	1%	18%
30	-27%	6%	·

# Compounds listed so far containing two or more sulfur atoms, in the order listed:
no.	compound	Epigenetic reg	NPSR antagonist	CBFb-RUNX1 inh	IMPase Li cell
7	C=CCn1c(SCCN2C(=O)c3ccccc3C2=O)nc2scc(-c3ccccc3)c2c1=O	-1.8%	13µM*	4%	8%[38.3 µM]
13	COc1ccc(S(=O)(=O)N(C)C)cc1NC(=O)CSc1nncs1	-1.5%	6%	2%	2%
27	CCCCc1nnc(SCCSc2nnc(CCCC)n2N)n1N	-1.0%	22%[46.1 µM]	4%	-8%[38.3 µM]

no.	HttQ103 aggreg	KinaseGlo FLuc	L3MBTL1 block
7	17%	1%	4%
13	4%	0%	6%
27	-16%	4%	·

# Next section:
no.	compound	Epigenetic reg	NPSR antagonist	CBFb-RUNX1 inh	IMPase Li cell
31	COc1cccc(C(=O)N2CCOCC2)c1OC	5.0%	3%	7%	-1%
32	Nc1ccc(Oc2cccc(Oc3ccc(N)cc3)c2)cc1	-0.1%	0%	-21%	4%
33	CCCCc1ccc(NC(=O)c2ccc(NS(C)(=O)=O)cc2)cc1	-0.6%	7%	20%	4%
34	CCn1cc(C(=O)OCC(=O)c2ccc(Cl)cc2)c(=O)c2ccc(C)nc21	0.0%	2%	1%	-26%
35	Cc1ccc(/C=C/C(=O)Nc2ccncc2)o1	-0.9%	-12%	-1%	4%
36	O=C(Nc1ccc(F)c(F)c1)c1ccc(F)c(S(=O)(=O)N2CCC3(CC2)OCCO3)c1	-5.9%&0.4%	-1%	-4%	9%
37	CCn1c(=O)c(C(C)=O)nc2ccccc21	0.0%	-7%[46.1 µM]	-4%	14%[38.3 µM]
38	S=c1[nH]nc(Cc2cccc3ccccc23)n1-c1ccccc1	0.0%	-11%[46.1 µM]	1%	-3%[38.3 µM]
39	Cc1ccc(NC(=O)c2cc(-n3cnnc3)ccc2Cl)cc1	-1.3%	2%[46.1 µM]	?	4%
40	Cc1ccc(C(C(=O)NC2CCCC2)N2CCCC(C)C2)cc1 (stereo unspecified)	0.1%	-8%[46.1 µM]	7%	9%[38.3 µM]

no.	HttQ103 aggreg	KinaseGlo FLuc	L3MBTL1 block
31	14%[9.22 µM]	1%	1%
32	-5%	10%	·
33	-7%	-2%	0%
34	-6%	-2%	·
35	2%	-3%	2%
36	?	10%	·
37	0%	-1%	-2%
38	-14%	4%	·
39	-23%	-1%	1%
40	2%	-3%	1%

# New compounds follow
no.	compound	Epigenetic reg	NPSR antagonist	CBFb-RUNX1 inh	IMPase Li cell
41	CCC/C(=N\NC(=O)CCC(=O)NCc1ccccc1)c1ccccc1	-0.2%	-4%	10%	-1%
42	CCCCNS(=O)(=O)c1ccc(NC(=O)c2c(-c3ccccc3Cl)noc2C)cc1	-0.2%	-21%[46.1 µM]	-3%	-5%[38.3 µM]
43	CCn1nc(C)c(CNC(=O)CCc2nnc(Cc3c[nH]c4ccccc34)o2)c1C	-0.2%	-12%	-4%	0%
44	Cc1cccc(Nc2nnc(SCC3CCCCO3)s2)c1C (stereo unspecified)	0.0%	-19%[46.1 µM]	-6%	5%
45	COC(=O)c1cc(NC(=S)N2CCN(c3ccccn3)CC2)cc(C(=O)OC)c1	2.2%	6%	0%	3%
46	COC(=O)Cn1c(C)nc2ccccc21	0.1%	-1%[46.1 µM]	1%	29%[38.3 µM]
47	CNc1nnc(Sc2ncccc2[N+](=O)[O-])s1	3.1%	-16%	-3%	·
48	COc1cccc(NC(=O)CN2C(=O)C(c3ccc(C)cc3)=NC23CCCCCC3)c1	0.0%	-31%	4%	-4%
49	CN1N=C(C(=O)N2CCc3c([nH]c4ccccc34)C2c2ccccc2Cl)CCC1=O (stereo unspecified)	-0.6%	20%	-3%	7%
50	O=C(COC(=O)c1cc(-c2ccc(Cl)s2)nc2ccccc12)NCc1ccco1	-1.0%	?	7%	?

no.	HttQ103 aggreg	KinaseGlo FLuc	L3MBTL1 block
41	24%	-1%	-5%
42	-3%	-3%	·
43	16%[9.22 µM]	·	1%
44	-12%	-3%	26%
45	13%	-2%	2%
46	10%	-1%	·
47	13%[9.22 µM]	·	2%
48	-4%	3%	4%
49	-8%	1%	-10%
50	-7%	-4%	·

# Further entries follow:
no.	compound	Epigenetic reg	NPSR antagonist	CBFb-RUNX1 inh	IMPase Li cell
51	O=C(NNS(=O)(=O)c1ccccc1)C1CCN(S(=O)(=O)c2ccc(Cl)cc2)CC1	0.8%	-13%[46.1 µM]	-1%	5%
52	COc1ccc(/C=N/NC(=O)CCn2cnc(-c3ccccc3)c2-c2ccccc2)cc1OC	1.0%	8%	-1%	9%
53	C=CCOc1ccc2nnc(C)n2n1	6.0%	8%	12%	-9%
54	Cc1ccccc1C(=O)NC(=S)Nc1ccc(N2CCOCC2)cc1	-1.1%	6%	-17%	2%
55	O=C(/C=C/c1ccc(OCc2ccccc2)cc1)c1cccs1	15%	·	8%[21.7 µM]	28%

no.	HttQ103 aggreg	KinaseGlo FLuc	L3MBTL1 block
51	11%	3%	?
52	26%	-4%	?
53	13%	-2%	2%
54	16%	0%	-23%
55	·	0%	·
